SW480 rereplic – A quantitative high throughput screen for small molecules that induce DNA re-replication in SW480 colon adenocarcinoma cells; SW480 DNA re-replication, Hoechst DNA content imaging, 48 h; Potency, µM (titrated, usually from 46.1 µM), for the others: at the highest dose re-replication activation, usual class: activators; 340,000 compounds, 1.8% hits; AID 624297, 2012; further: potency means the concentration at half of the fitted maximal effect; % of control where 0% means no effect; nearly all actives have a fitted effect of over 55% in size
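Image-based DNA-content assay: after two days of treatment, nuclei were labelled with the DNA dye Hoechst and imaged, and hits were compounds raising the count of nuclei showing high fluorescence intensity.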
MCF10A rereplic – A quantitative high throughput screen for small molecules that induce DNA re-replication in MCF 10a normal breast cells; MCF 10A DNA re-replication, Hoechst nuclear intensity, 48 h; Potency, µM (titrated, usually from 46.1 µM), for the others: at the top dose activity, positive = re-replication, usual class: activators; 350,000 compounds, 2.9% hits; further: potency means the concentration at half of the fitted maximal effect; % of control where 0% means no effect; nearly all actives have a fitted effect of over 50% in size
HT1080 IDH1KD tx – qHTS for induction of synthetic lethality in tumor cells producing 2HG: qHTS for the HT-1080-IDH1KD cell line; Potency, µM (series often up to 46.1 µM), inactives show at the top dose activity, negative = toxicity, actives largely listed as cytotoxic; HT-1080 IDH1 knockdown viability, ATP luminescence, 48 h; AID 686971, 2013; 360,000 compounds, 2% hits;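 further: potency means the concentration at half of the fitted maximal effect; 0% = DMSO wells and -100% = cell-free medium wells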
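IDH1KD HT-1080 cells, 750/well, RPMI + 5% FBS; compound pinned after 2 h settling; 48 h, 37 °C; CellTiter-Glo luminescence; % activity normalised to DMSO and no-cell wells; curves fitted, classed by r2 and efficacy.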
IL-1B inflam inh – qHTS for Inhibitors of Inflammasome Signaling: IL-1-beta AlphaLISA Primary Screen | THP-1 LPS/ATP IL-1B secretion, AlphaLISA, 16 h; active compounds read low | activity change, % at 57.5 µM | 360,000 compounds, 4.7% hits | AID 743279, 2014; in the data active means activity change below about -50%; inconclusive means mostly about -30% to -49%; further: on the % scale 0 is the no-effect control and ±100 the full control effect
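Secreted IL-1B measured by AlphaLISA bead assay after 16 h compound exposure of THP-1 cells; compounds (final up to 57.5 uM) added 1 h before LPS (250 ng/mL) and ATP (1.25 mM) stimulation; lower signal means less secretion.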
HT1080-NT tox – qHTS for induction of synthetic lethality in tumor cells producing 2HG: qHTS for the HT-1080-NT fibrosarcoma cell line; Potency, µM (highest dose often 46.1 µM), without a hit: at the highest dose activity, negative = less viability, usual class: cytotoxic; 360,000 compounds, 1.6% hits; HT-1080-NT fibrosarcoma viability, CellTiter-Glo ATP luminescence, 48 h;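 further: NT is the 2HG producing partner of a matched IDH1 knockdown line; potency means the concentration at half of the fitted maximal effect; 0% = DMSO-treated cells and -100% = media-only wells without cells; nearly all actives have a fitted effect of over 55% in size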
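Luminescent CellTiter-Glo readout after 48 hours of compound exposure at 37 degrees C defined viability of HT-1080-NT cells. Activity was normalized to DMSO wells and cell-free media wells; concentration-response curves were fitted and assigned curve classes.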
KB-V1 cytotox – qHTS assay for MDR1-selective chemotherapeutics: Primary screen using the drug-selected MDR subline cells KB-V1; KB-V1 MDR cells viability, CellTiter-Glo, 72 h; Potency, µM (top dose mostly 46.1 µM), for inactives: top-dose activity change, negative = cytotoxicity, usual class: cytotoxic; 400,000 compounds, 3.4% hits; further: potency means the concentration at half of the fitted maximal effect; on the % scale 0 is the no-effect control and ±100 the full control effect; nearly all actives have a fitted effect of over 60% in size
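Readout: CellTiter-Glo luminescence, 10 min after addition. Cells: KB-V1 MDR subline, 72 h at 37 degrees C with compound. Analysis: corrected, normalized data fitted to concentration-effect curves.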
KB-3-1 cytotox – qHTS assay for MDR1-selective chemotherapeutics: Primary screen using the parental adenocarcinoma cell KB-3-1. KB-3-1 viability, CellTiter-Glo ATP luminescence, 72 h. Potency, µM (top dose mostly 46.1 µM), for inactives: at the top dose activity change, negative = cytotoxic, hits mostly cytotoxic. 400,000 compounds, 1.4% hits; further: potency means the concentration at half of the fitted maximal effect; on the % scale 0 is the no-effect control and ±100 the full control effect; nearly all actives have a fitted effect of over 60% in size
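Here the drug-naive KB-3-1 line serves as comparator for MDR sub-line selectivity; cells received compound titrations, 72 h at 37 °C, then CellTiter-Glo readout.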
WRN inhibitor – qHTS for Inhibitors of WRN Helicase. WRN helicase unwinding, fluorescent forked duplex, kinetic. 360,000 compounds, 0.46% hits. Bifunctional 3'-5' exonuclease/ATP-dependent helicase WRN (Homo sapiens), Q14191. Potency, µM (doses to about 114 µM), inactives show top-dose activity change, negative = inhibition, actives largely listed as inhibitors; further: potency means the concentration at half of the fitted maximal effect; on the % scale 0 is the no-effect control and ±100 the full control effect; nearly all actives have a fitted effect of over 55% in size
Target sequence (Q14191 whole entry, looked up): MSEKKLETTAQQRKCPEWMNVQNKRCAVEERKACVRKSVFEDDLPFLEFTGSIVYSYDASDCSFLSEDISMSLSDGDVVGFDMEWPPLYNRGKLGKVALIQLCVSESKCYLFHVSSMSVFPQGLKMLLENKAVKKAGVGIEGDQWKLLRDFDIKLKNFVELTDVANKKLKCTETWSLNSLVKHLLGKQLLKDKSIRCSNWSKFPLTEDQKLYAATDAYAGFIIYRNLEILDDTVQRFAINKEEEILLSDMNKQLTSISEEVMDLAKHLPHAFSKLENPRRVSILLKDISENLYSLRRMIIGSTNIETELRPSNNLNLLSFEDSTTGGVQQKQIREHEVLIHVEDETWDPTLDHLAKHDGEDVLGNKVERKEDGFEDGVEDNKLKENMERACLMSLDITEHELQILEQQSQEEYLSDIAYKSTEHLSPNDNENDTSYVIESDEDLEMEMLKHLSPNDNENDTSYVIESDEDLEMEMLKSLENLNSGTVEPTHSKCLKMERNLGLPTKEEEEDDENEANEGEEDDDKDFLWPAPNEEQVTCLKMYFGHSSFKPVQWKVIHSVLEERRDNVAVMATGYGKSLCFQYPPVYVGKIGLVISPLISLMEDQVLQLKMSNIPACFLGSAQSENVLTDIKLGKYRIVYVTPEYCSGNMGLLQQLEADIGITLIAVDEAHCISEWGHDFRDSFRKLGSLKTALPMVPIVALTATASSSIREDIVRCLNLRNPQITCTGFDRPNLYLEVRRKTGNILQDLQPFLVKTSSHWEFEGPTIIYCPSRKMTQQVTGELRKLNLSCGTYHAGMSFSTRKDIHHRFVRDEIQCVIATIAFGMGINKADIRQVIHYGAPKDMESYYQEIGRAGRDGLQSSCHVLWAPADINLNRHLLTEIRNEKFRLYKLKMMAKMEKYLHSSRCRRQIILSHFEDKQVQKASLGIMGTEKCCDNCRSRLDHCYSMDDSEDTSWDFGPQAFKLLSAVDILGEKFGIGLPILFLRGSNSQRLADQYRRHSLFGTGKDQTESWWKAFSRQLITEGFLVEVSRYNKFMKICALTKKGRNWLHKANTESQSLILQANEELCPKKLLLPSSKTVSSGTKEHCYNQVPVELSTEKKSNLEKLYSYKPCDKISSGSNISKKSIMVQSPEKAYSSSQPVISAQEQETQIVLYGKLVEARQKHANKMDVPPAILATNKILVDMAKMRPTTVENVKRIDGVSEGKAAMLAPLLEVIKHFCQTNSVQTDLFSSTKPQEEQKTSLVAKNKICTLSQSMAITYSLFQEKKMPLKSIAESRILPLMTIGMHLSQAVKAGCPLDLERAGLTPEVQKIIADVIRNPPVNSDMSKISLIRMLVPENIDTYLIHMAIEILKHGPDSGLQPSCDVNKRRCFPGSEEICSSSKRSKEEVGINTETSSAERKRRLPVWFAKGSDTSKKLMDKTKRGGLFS
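Kinetic red-fluorescence monitoring (525/598 nm) tracks WRN helicase activity after 100 nM fluorophore-quencher forked duplex and 2 mM ATP are added to 20 nM enzyme pretreated 15 min at room temperature with compound.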
ATXN2 expr inh – Primary qHTS for Inhibitors of ATXN expression; HEK-293 ATXN2-luciferase reporter, luminescence, 24 h; Potency, µM (doses to about 57 µM), for inactives: at the highest dose activity change, negative = inhibition, actives largely listed as inhibitors; 360,000 compounds, 0.72% hits; AID 1745845, 2022; further: potency means the concentration at half of the fitted maximal effect; on the % scale 0 is the no-effect control and ±100 the full control effect; nearly all actives have a fitted effect of over 55% in size
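qHTS (up to 57 uM final) was run with 24 h compound exposure of reporter cells at 37 °C. Each well was multiplexed: SteadyGlo luminescence measured ATXN2-luciferase expression after a fluorogenic Gly-Phe-AFC viability readout (25 uM final).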
An asterisk follows results filed as active; ? = inconclusive; . = not tested or not shown; [ ] = dose if it differs, or a comment. Unless noted, the call rests on the fitted dose curve; in most records, active means well fitted curve in the direction sought with a large enough effect; inconclusive means small, poorly fitted or top-dose-only effect, or another doubt; inactive means no such curve, though single readings can be large; an effect the other way counts as inactive or inconclusive.

Below each compound – SW480 rereplic, MCF10A rereplic, HT1080 IDH1KD tx, IL-1B inflam inh, HT1080-NT tox, KB-V1 cytotox, KB-3-1 cytotox, WRN inhibitor, ATXN2 expr inh
COc1cccc(C(=O)NCCS(=O)(=O)NCc2ccccn2)c1
  -16.1%, -0.7%, 3.8%, 3.7, 4.2%, -5.8%, 1.7%, 2.0%, 2.9%
COc1cc2c(cc1OC)C(C)N(C(=O)Cn1ncc3c1-c1cc(C)ccc1OC3)CC2 (stereo not given)
  13.9%, 7.6%, -7.9%, ?, -10.2%, 3.0%, -17.8%, -4.4%, -24.4%
COc1ccc(CCNC(=O)COc2ccc(-c3ccc(C#N)cc3)cc2)cc1
  1.6%, 6.9%, 0.6%, 8.9, -6.4%, 5.5%, 6.6%, 8.9%, 2.1%
COC(=O)Cc1ccc(OC(=O)CCS(=O)(=O)c2ccc(Cl)cc2)cc1
  -9.1%, -0.8%, -0.6%, 13.9, -2.1%, 3.6%, 3.1%, 2.0%, 5.6%
O=C(COC(=O)c1ccccc1NCCO)NCCC1=CCCCC1
  0.8%, 2.0%, -2.5%, 19.3, -6.3%, -17.7%, 0.0%, -13.6%, 10.5%
O=C(O)c1ccc(Oc2cc(Oc3ccc(C(=O)O)cc3)cc([N+](=O)[O-])c2)cc1
  0.8%, -10.3%, 15.7%, -1.1, 10.8%, 0.7%, -5.0%, 7.0%, 1.3%
CCCSc1nc(=O)n2cc(C)ccc2n1
  -12.1%, -7.9%, 26.0%, -5.3, -0.1%, 11.4%, -2.9%, -0.9%, 32.5%[activator]
CC(C)OC(=O)c1nnn(-c2nonc2N)c1CN1CCCCCC1
  0.1%, 19.2%, ?, 19.2, 20.4%, 5.2%, 22.2%, 279.9%[activator], 5.8%
CCSc1nnc2n(-c3ccc(OC)cc3)c(=O)c3c4c(sc3n12)CCCC4
  2.6%, 0.6%, 15.9%, ?, 2.3%, -6.2%, -1.1%, -4.7%, 3.6%
O=C(COc1ccc2c(c1)C(=O)CC1(CCCCC1)O2)NCc1ccccc1
  ?, 23.2%, -0.3%, 20.3, -5.7%, -28.5%, -0.9%, -9.7%, -9.0%
CCCCN(CCCC)Cc1ccc(N)cc1
  -11.5%, 5.9%, 0.7%, 20.3, -17.5%, -18.2%, -0.9%, -4.8%, 10.3%
COc1ccccc1-c1cnc2c(Nc3cccc(OC(F)(F)C(F)F)c3)nccn12
  ., ., -17.7%, 0.0, -9.4%, -9.4%, -0.6%, -3.8%, -22.4%
Cc1ccn2c(NC3CCCCC3)c(C)nc2c1
  -1.1%, -0.9%, ?, -4.6, ?, ?, -3.8%, -7.4%, -12.5%
CCCCc1cc(=O)oc2cc(OCC(=O)N3C[C@H]4C[C@@H](C3)c3cccc(=O)n3C4)ccc12
  -1.3%, 13.0%, -1.6%, -2.7, -2.0%, -9.2%, -0.5%, -7.4%, -9.9%
CCN(CC)S(=O)(=O)c1ccc(Cl)c(NC(=S)NC(=O)C2CCCC2)c1
  4.61µM*, ?, ?, ?, -8.9%[9.24 µM], -18.5%, -3.5%, -5.1%, ?
O=C(CCNC(=O)C1CCN(S(=O)(=O)c2ccccc2)CC1)NCc1ccccc1Cl
  -7.0%, 4.2%, 3.2%, 0.5, -1.2%, -1.4%, 2.6%, 4.3%, -2.3%
O=C(O)CC/C(=N\Nc1ccc(S(=O)(=O)N2CCOCC2)cc1[N+](=O)[O-])c1cccs1
  -10.2%, -3.7%, -24.5%, -12.2, ?, 1.7%, -21.0%, -19.5%, -15.7%
COc1ccc(-c2cccc3c2C2CC3CCN2C(=O)OCc2ccccc2)cc1 (stereo not given)
  -1.1%, ?, 1.3%, -20.1, -5.4%, 0.0%, 0.0%, -5.6%, 1.9%
Cc1cc(S(=O)(=O)n2ccnc2)c(Cl)cc1Cl
  -5.3%, ?, 22.8%, 21.7, 5.7%, ?, 4.7%, -1.4%, 6.4%
CCCCC(=O)Nc1nnc(/C=C/c2ccc(OC)cc2)s1
  -0.1%, 7.3%, 2.6%, 5.7, 0.9%, -3.5%, 5.1%, 0.7%, .
COC(=O)c1ccccc1NC(=O)N1c2ccccc2Sc2ccccc21
  8.0%, 8.2µM*, -25.9%, -16.6, -15.7%, -15.1%, ?, -23.4%, 19.9%
CCCC(C)NC(=S)Nc1cc(C)cc(C)c1 (stereo not given)
  0.6%, 4.8%, 15.3%, -2.9, 9.4%, 14.9%, -2.5%, -0.4%, -8.2%
CN(C)CCCNc1oc(/C=C/c2ccccc2)nc1C#N
  -13.3%, -0.9%, 6.6%, -21.8, 24.1%, 12.4%, 24.4%, -16.4%, 15.5%
CC1CCc2c(sc3nc(SCC(=O)NCc4ccco4)nc(N)c23)C1 (stereo not given)
  18.3%, ?, ?, -1.3, ?, 13µM*, ?, ?, 76.3%[activator]
COc1cc(OC)cc(-c2c(C#Cc3ccsc3)c3cc(-c4ccc(CN5CCOCC5)cc4)ccc3n2C)c1
  ?, ?, -5.1%, 13.8, -1.3%, 3.5%, -11.4%, 1.2%, -7.6%
CC(=O)c1c(C)[nH]c(C(=O)Nc2nccs2)c1C
  ?, 15.7%, ?, 19.6, -23.1%, ?, -24.6%, -17.1%, 4.4%
COC(=O)c1cnc(Oc2c(Cl)cc(N)cc2Cl)cc1C(F)(F)F
  ?, ?, 16.4µM*, ., ?, -20.8%, -22.5%, -7.1%, 5.2%
O=c1cc(Nc2ccc3c(c2)OCCO3)[nH]c(=O)n1C1CCCCC1
  11.6µM*, ?, ?, 15.9, ?, -5.5%, ?, -4.4%, ?
CC(=O)C1=C(C)NC(SCC(=O)c2ccc(F)cc2)=C(C#N)C1c1ccco1 (stereo not given)
  -2.3%, -4.9%, ?, -84.6*, ?, 10.0%, -4.1%, -13.3%, 21.9%
Oc1c(Br)cc(Br)cc1/C=N/c1nc2c(s1)CCCC2
  -25.4%, ?, ?, 28.0, ?, -8.0%, ?, ?, ?
COc1ccc(C(=O)CSc2n[nH]c(N)n2)cc1
  -4.1%[9.22 µM], ?, 10.1%, 9.9, 3.9%, 14.0%, 5.1%, -1.1%, 5.5%
CSc1ncc(C(=O)Nc2ccc(Cl)cc2)c(C)n1
  -2.0%, 1.3%, -11.9%, 22.1, -5.6%, -0.5%, -1.2%, -3.3%, -17.2%
CCCCNc1nc2cccnc2s1
  ?, -1.7%, 10.6%, ?, 1.3%, 2.4%, -8.9%, -4.3%, .
Cc1ccc(N2C(=O)C(CN(C)C)C2c2ccccc2)cc1 (stereo not given)
  0.9%, -7.1%, -5.7%, -21.5, -10.4%, -6.6%, -4.2%, -2.6%, 4.7%
Cc1nc(Cl)sc1C(=O)Nc1cccc(C(F)(F)F)c1
  14.7%, 12.9%, 21.6%, -5.0, 17.8%, 11.8%, -1.0%, -15.1%, -34.3%
O=c1cc(CN2CCN(S(=O)(=O)c3ccccc3[N+](=O)[O-])CC2)nc2sccn12
  -4.0%, -3.2%, 10.5%, 30.1, 2.7%, 22.9%, 11.6%, 3.6%, 1.2%
Cc1ccc(S(=O)(=O)NCc2ccccc2)cc1C(=O)NCCc1ccc(S(N)(=O)=O)cc1
  -1.2%, -1.0%, 7.0%, 7.8, -9.5%, 0.0%, -4.7%, -1.1%, -1.5%
CCOC(=O)C(Cc1ccccc1)NC(=O)CCc1nnc2ccc(N3CCOCC3)nn12 (stereo not given)
  -1.8%, 14.1%, 7.7%, -23.6, 9.7%, 26.5%, 20.7%, -0.3%, 5.6%
CC1CC(C)CN(S(=O)(=O)c2ccc3c(c2)CCN3C(=O)CCC(=O)O)C1 (stereo not given)
  -14.2%, 0.5%, -4.5%, ?, -3.8%, 0.0%, 0.7%, 4.6%, 8.8%
CCCNC(=O)C[C@@H]1CC[C@@H]2[C@H](COC[C@H](O)CN2C(=O)c2cc(Cl)cc(Cl)c2)O1
  ., ., 16.4%, 35.0, 10.8%, -2.4%, -2.5%, -5.5%, .
Cc1ccc(C2=NCCn3nc4cc(C(F)(F)F)ccc4c32)cc1
  -12.0%, -20.7%, -0.5%, 5.1, 5.6%, ?, 19.6%, -1.9%, 35.4%[activator]
C[C@@H]1CN([C@@H](C)CO)C(=O)CCCn2nncc2CO[C@@H]1CN(C)S(=O)(=O)c1cccc(F)c1
  ., ., -17.0%, 7.3, -6.9%, ?, -0.6%, 4.4%, 4.3%
O=C(CN(Cc1ccccc1)C(=O)c1csnn1)NCc1ccccc1
  -1.4%, 0.3%, -3.9%, -10.6, -3.1%, ?, 9.1%, 6.9%, -11.1%
O=C(CSc1nnc(SCc2ccccc2)s1)NNC(=S)Nc1ccccc1
  -10.5%, -8.9%, -0.4%, 10.8, 6.2%, ?, 3.4%, -24.1%, -7.4%
COCCCn1nnnc1SCC(=O)Nc1nc2ccccc2s1
  -10.5%, 12.8%, -2.1%, -6.2, 1.7%, 2.4%, -2.9%, 2.0%, 0.9%

Two compounds from above, reduced to KB-3-1 cytotox and HT1080 IDH1KD tx:
compound	KB-3-1 cytotox	HT1080 IDH1KD tx
O=C(CSc1nnc(SCc2ccccc2)s1)NNC(=S)Nc1ccccc1	3.4%	-0.4%
COCCCn1nnnc1SCC(=O)Nc1nc2ccccc2s1	-2.9%	-2.1%

Bioassay records deposited in PubChem by National Center for Advancing Translational Sciences (NCATS).
